DENV2 CPE – inhibitors of DENV2 cytopathic effect, primary screen, cell-based, plate reader, single concentration | CPE inhibition, % at 9.99 µM | 350,000 tested, 1.7% active | AID 651640, 2012 | DENV2-infected cells, cytopathic effect rescue; in the data active = CPE inhibition above about 20%, passing the limit was not always enough; inconclusive = no clear call, values can overlap the other calls; tested in BHK-21 cells;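 note: 0% = median of neutral control wells and 100% = median of positive control wells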
PAX8 inh HTS – inhibitors of PAX8-driven TPO luciferase reporter, primary screen, RMG-I cells, single concentration. SteadyGlo, 24 h. AID 652154, 2013. inhibition, % at 12.6 µM. 360,000 tested, 1.2% active;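 active = mean replicate inhibition at least 60% with every replicate also reaching 60%; inconclusive = only one of the two criteria is met; inactive = mean below 60% and not all replicates reaching 60%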;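 note: luciferase light reporting Pax8 driven TPO promoter activity; plate controls were median of neutral control wells for no effect and mitoxantrone controls for full effect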
F508del corr – F508del CFTR correction, initial screen, CFBE line, single point; CFBE cells, YFP halide quenching; stimulated with forskolin plus potentiator P3; % fluorescence drop versus neutral controls; activity (quench increase), % at 7.58 µM; 350,000 tested, 0.36% active;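 active = mean added fluorescence quench of at least 8% versus neutral control, with both replicates also reaching 8%; inconclusive = only one of the mean or replicate conditions met; inactive = mean below 8% and not both replicates reaching 8%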;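 note: cells transiently co-express mutant CFTR-F508del with the halide-sensitive YFP; corrector assay measuring rescue of mutant channel to the surface after 24 h compound exposure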
GSIS activator – GLuc luminescence reporter in INS-1E cells, primary screen for activators of glucose-dependent secretion of insulin. activation, % at 16.6 µM. AID 743287, 2014. 370,000 tested, 0.61% active. INS-1E GLuc reporter insulin secretion, 2-3 h;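 active = lowest replicate activation of at least 40%, so every replicate reaches that level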;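 note: 0% = median of neutral control wells and 100% = median of IBMX positive control wells; some compounds called inactive have numbers as strong as hits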
EWS-Fli inh – EWS/Fli-driven NR0B1 reporter inhibitors, primary screen, A673 cells, NR0B1 luciferase, luminescence, MLPCN library. viability-normalised. inhibition, % at 12.6 µM. 350,000 tested, 0.67% active;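 active = mean inhibition of at least 50% after viability correction, with every replicate also passing that limit; inconclusive = mean reaches 50% but only one of two replicates passes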;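 note: firefly luciferase signal divided by Alamar Blue viability fluorescence both relative to DMSO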
miR-122 sensor – miR-122 Renilla sensor signal increase in Huh7, primary screen, miR-122 inhibitor project, cell-based, single point, plate reader. Huh7 miR-122 Renilla luciferase sensor, 48 h; neutral wells = 0, positive control = 100. activation (reporter increase), % at 12.5 µM. 340,000 tested, 0.3% active;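 active = mean replicate activation score at least 90 and every replicate individually at or above 90; inconclusive = only one of the two criteria met; inactive = neither criterion met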;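 note: higher luciferase means less miR-122 activity so hits act as miR-122 inhibitors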
FN deposition inh – inhibitors of fibronectin matrix deposition, primary screen, AH1F cells, Alexa488-fibronectin fluorescence, plate reader | AH1F fibroblasts, overnight | inhibition, % at 12.6 µM | 350,000 tested, 0.086% active | AID 743247, 2014;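 active = mean inhibition across replicates of 30% or more, regardless of how many single replicates reach that level; inconclusive = mean under 30% yet at least half of replicates reach 30%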;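 note: positive control wells lacked labelled fibronectin entirely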
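Assay system: AH1F fibroblasts / Quantity: 10000 cells per well / Medium: DMEM plus 2% serum, read in PBS / Reagent: labelled fibronectin 24 nM / Dosing: single dose, pinned / Times: 1 h cell attachment, overnight exposure to compound and label / Signal: fluorescence, ex 485 nm, em 525 nm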
* = called active by the depositor; [ ] = dose if it differs, or a comment.

Screening COCC(=O)N(C)C[C@H]1Oc2cc(-c3cccnc3)ccc2S(=O)(=O)N([C@@H](C)CO)C[C@H]1C returned DENV2 CPE 6.4, F508del corr -0.3, GSIS activator 18.8, EWS-Fli inh 2.6, miR-122 sensor -17.9[16.7 µM] and FN deposition inh -10.7.
CN(C)c1ccc(N2C(=NC(=O)c3ccccc3)SC3CS(=O)(=O)CC32)cc1 (configuration not stated) was read as DENV2 CPE -4.7, PAX8 inh HTS -8.8, F508del corr -0.9, GSIS activator -5.2, EWS-Fli inh -0.1, miR-122 sensor -1.1 and FN deposition inh -2.3.
`CC(=O)c1sc(NC(=O)C2CC(=O)N(Cc3ccccc3)C2)nc1-c1ccccc1` (configuration not stated) gave DENV2 CPE 7.9, PAX8 inh HTS 18.4, F508del corr 0.9, GSIS activator -6.4, EWS-Fli inh 4.9 and FN deposition inh -10.7.
For Cc1ccc(Cn2c(SCC(=O)NCc3ccco3)nc3ccsc3c2=O)cc1 the results were GSIS activator -19.7, miR-122 sensor 3.1 and FN deposition inh -4.6.
Screening C[C@@H]1CN([C@H](C)CO)C(=O)Cc2cc(NC(=O)Nc3ccccc3)ccc2O[C@@H]1CN(C)S(=O)(=O)c1ccc(F)cc1 returned DENV2 CPE 6.5, PAX8 inh HTS 13.1, F508del corr -2.2, GSIS activator -10.1, EWS-Fli inh 17.6 and miR-122 sensor -6.4[16.7 µM].
Screening C=C(CCO)C1=CCN(S(=O)(=O)C(C)(C)C)[C@H]1CCO returned DENV2 CPE -1.0, PAX8 inh HTS 1.6, F508del corr 3.2, GSIS activator 8.8, EWS-Fli inh -2.5, miR-122 sensor -1.6 and FN deposition inh 4.6.
Screening COc1ccccc1N(Cc1ccccc1)S(=O)(=O)c1cccc(C(=O)N2CCCCC2)c1 returned DENV2 CPE -8.2, PAX8 inh HTS 16.2, F508del corr -1.5, GSIS activator -18.7, EWS-Fli inh 17.9, miR-122 sensor 43.2 and FN deposition inh 2.5.
Screening CO[C@H]1CC[C@@H]2CCN(C)C(=O)[C@@H](C)N(C)C(=O)c3cccc(C#N)c3OC[C@@H]1O2 returned DENV2 CPE -3.6, PAX8 inh HTS 7.9, GSIS activator 5.1, EWS-Fli inh -3.6 and FN deposition inh 9.3.
COc1ccccc1OCc1nc(C#N)c(NCc2ccco2)o1 was read as PAX8 inh HTS -4.5, GSIS activator -7.0, miR-122 sensor -6.7 and FN deposition inh -3.6.
Screening COc1ccccc1CNC(=O)CSc1ccc(-c2ccncc2)nn1 returned DENV2 CPE 13.8, PAX8 inh HTS 6.3, F508del corr -1.1, GSIS activator 9.2, EWS-Fli inh 3.8 and FN deposition inh -3.2.
`COc1cc(OC)c(OC)cc1/C=N/n1c(C)nc2ccccc2c1=O` gave DENV2 CPE 5.4, PAX8 inh HTS -10.1, F508del corr 3.6, GSIS activator 43.2*, EWS-Fli inh -7.5, miR-122 sensor 7.5 and FN deposition inh -0.8.
For C[C@@H]1CN([C@H](C)CO)C(=O)Cc2cc(NS(=O)(=O)c3ccc(Cl)cc3)ccc2O[C@H]1CN(C)Cc1ccc(C(=O)Nc2ccccc2N)cc1 the results were DENV2 CPE 71.2*, PAX8 inh HTS -3.3, F508del corr 1.7, GSIS activator 2.2 and EWS-Fli inh -8.0.
Screening O=C(c1cnc2ccc(Cl)cc2c1Cl)N1CCOCC1 returned DENV2 CPE -7.2, PAX8 inh HTS 21.3, F508del corr -0.2, GSIS activator 4.6, EWS-Fli inh -8.1 and FN deposition inh 6.8.
`COc1ccc(S(=O)(=O)NC2CC3CCC2C3)cc1Br` (configuration not stated) gave DENV2 CPE -0.4, PAX8 inh HTS -9.3, F508del corr -3.4, GSIS activator -10.6, EWS-Fli inh 2.9, miR-122 sensor 83.7 and FN deposition inh 0.7.
`Cc1cccc(/C=N/NC(=O)C2CCCNC2=O)c1` (configuration not stated) gave PAX8 inh HTS -8.7, GSIS activator 33.7 and FN deposition inh -5.8.
CCC(=O)Nc1ccc2c(c1)OC[C@@H](C)N(C(=O)C1CCC1)C[C@@H](C)[C@H](OC)CN(C)C2=O was read as DENV2 CPE -3.4, PAX8 inh HTS -10.4, F508del corr 1.1, GSIS activator -15.2, EWS-Fli inh 3.9 and FN deposition inh -2.3.
For O=C1[C@H]2C(c3ccccc3)=NN(c3ccccc3)[C@H]2C(=O)N1c1ccccc1 the results were DENV2 CPE -6.7, PAX8 inh HTS -3.7, F508del corr -0.4, GSIS activator -1.4, EWS-Fli inh -27.5 and FN deposition inh -3.6.
For Cc1noc(C)c1NC(=O)N(C)C[C@@H]1Oc2ccc(NS(=O)(=O)c3ccc(Cl)cc3)cc2C(=O)N([C@H](C)CO)C[C@H]1C the results were DENV2 CPE -0.4, PAX8 inh HTS -8.9, F508del corr 1.0, GSIS activator 9.0, EWS-Fli inh -5.2 and miR-122 sensor -4.8[16.7 µM].
Screening C[C@@H]1CN([C@H](C)CO)C(=O)c2cc(/C=C/c3ccccc3)cnc2O[C@H]1CN(C)C(=O)Cc1cccnc1 returned DENV2 CPE -2.9, PAX8 inh HTS 7.9, F508del corr 0.1, GSIS activator -18.7, EWS-Fli inh 4.4, miR-122 sensor -17.9[16.7 µM] and FN deposition inh -13.1.
`Cc1cc(=O)n2nc(N3CCCC3C(=O)Nc3ccccc3C)sc2n1` (configuration not stated) gave DENV2 CPE inconclusive, F508del corr 3.7, GSIS activator 10.8, EWS-Fli inh 0.9, miR-122 sensor 0.7 and FN deposition inh 12.7.
Screening Cc1ccc(S(=O)(=O)N2CCCC2CNC(=O)c2ccc3c(c2)OCO3)cc1 (configuration not stated) returned DENV2 CPE -0.8, PAX8 inh HTS 24.0, F508del corr -0.4, GSIS activator -6.3, EWS-Fli inh 17.1 and FN deposition inh -20.1.
Screening O=c1c(-c2cccc([N+](=O)[O-])c2)[n+]([O-])c2ccccc2n1O returned DENV2 CPE 4.6, PAX8 inh HTS 12.9, F508del corr -2.4, GSIS activator -0.7, EWS-Fli inh 14.4 and FN deposition inh -7.8.
Screening S=c1[nH]nc(COc2ccc(Cl)cc2)o1 returned PAX8 inh HTS -2.0, miR-122 sensor -10.5 and FN deposition inh -3.4.
Screening O=C(COC(=O)c1ccc(O)cc1)Nc1ccc2c(c1)OCCO2 returned DENV2 CPE -3.7, PAX8 inh HTS -37.7, F508del corr -0.6, EWS-Fli inh -43.6, miR-122 sensor 2.1 and FN deposition inh 1.1.
For CC(C)c1cccc(C(C)C)c1NC(=O)COC(=O)[C@H](C)NC(N)=O the results were DENV2 CPE -6.1, PAX8 inh HTS -14.0, F508del corr -1.9, GSIS activator 2.8, EWS-Fli inh -4.3 and FN deposition inh -10.7.
For CC1(C(=O)NS(=O)(=O)c2ccc(Cl)cc2)CCN1C(=O)C1CC1 (configuration not stated) the results were DENV2 CPE -1.3, PAX8 inh HTS 1.8, F508del corr -1.7, GSIS activator 4.5, EWS-Fli inh -4.5, miR-122 sensor -1.3 and FN deposition inh -5.5.
`C/C=C/c1ccc([C@H]2[C@@H](CO)N[C@@H]2CNC(=O)Cc2ccccc2)cc1` gave DENV2 CPE -7.7, F508del corr 3.9, GSIS activator -6.9, EWS-Fli inh 0.5 and FN deposition inh -19.2.
Screening COCC(=O)N1CCCCN2[C@H](C1)[C@@H](c1ccc(-c3ccc(C)cc3)cc1)[C@@H]2CO returned PAX8 inh HTS 115.4*, F508del corr -1.0, GSIS activator 7.1, EWS-Fli inh 2.1 and miR-122 sensor 0.8[16.7 µM].
COc1ccc(-n2c(-c3ccc(Cl)cc3)c[n+]3c2CCc2ccccc2-3)cc1 was read as DENV2 CPE -1.5, PAX8 inh HTS 93.6*, F508del corr -0.1, GSIS activator -39.9, EWS-Fli inh 22.6, miR-122 sensor -6.6 and FN deposition inh -12.4.
`CCOC(=O)C1=NN(C(=O)c2ccccc2)C(O)(c2ccc(C)cc2)C1` (configuration not stated) gave DENV2 CPE 1.8, PAX8 inh HTS -20.3, F508del corr -2.6, GSIS activator -4.4, EWS-Fli inh 7.8 and FN deposition inh -5.1.
Screening Cc1ccc(C(=O)N/N=C2/NC(=O)CC(C(=O)Nc3ccccc3)S2)cc1 (configuration not stated) returned DENV2 CPE -8.4, PAX8 inh HTS -29.4, EWS-Fli inh -7.2, miR-122 sensor -0.9 and FN deposition inh -3.0.
Screening Cc1cccc(CCNC(=O)C2CCCN(S(=O)(=O)c3cnc[nH]3)C2)c1 (configuration not stated) returned DENV2 CPE 1.1, PAX8 inh HTS -5.4, F508del corr -2.0, GSIS activator -1.1, EWS-Fli inh -2.7 and FN deposition inh -7.0.
`CO[C@@H]1CN(C)C(=O)c2cc(NC(=O)C3CC3)ccc2OC[C@H](C)N(C(=O)c2cnccn2)C[C@@H]1C` gave DENV2 CPE 11.9, PAX8 inh HTS -11.0, F508del corr -3.6, GSIS activator 15.0, EWS-Fli inh -0.6 and FN deposition inh -1.8.
For O=C(Nc1ccccc1)c1cc2n(n1)C(C(F)(F)F)CC(C1CC1)N2 (configuration not stated) the results were DENV2 CPE 2.9, PAX8 inh HTS -62.5, F508del corr 3.2, GSIS activator 1.7, EWS-Fli inh -22.0 and FN deposition inh -9.2.
`COc1ccccc1S(=O)(=O)Nc1ccc2nc(C)sc2c1` gave DENV2 CPE -1.7, PAX8 inh HTS 5.2, F508del corr -2.3, GSIS activator -2.3, EWS-Fli inh 2.7, miR-122 sensor 18.9 and FN deposition inh -1.6.
`C[C@H](O)C#Cc1cnc2c(c1)C(=O)N([C@@H](C)CO)C[C@@H](C)[C@H](CN(C)C(=O)Nc1ccc(C(F)(F)F)cc1)O2` gave DENV2 CPE 3.2, PAX8 inh HTS 8.7, F508del corr -2.4, GSIS activator -2.6, EWS-Fli inh -4.2 and FN deposition inh 8.0.
CC/C(=N\NC(=O)c1ccc2c(c1)OCO2)c1ccccc1 was read as DENV2 CPE 33.1*, PAX8 inh HTS -9.4, F508del corr -2.0, GSIS activator -8.2, EWS-Fli inh -17.9 and FN deposition inh 1.3.
For O=C(COc1cccc(C(F)(F)F)c1)Nc1cccc(S(=O)(=O)NC2=NCCCCC2)c1 the results were DENV2 CPE 1.2, PAX8 inh HTS 1.6, F508del corr -4.3, GSIS activator -19.6, EWS-Fli inh -0.6 and FN deposition inh -5.2.
Cn1c(=O)c2c(nc(CN3CCN(C(c4ccccc4)c4ccccc4)CC3)n2CC(N)=O)n(C)c1=O was read as DENV2 CPE 1.6, F508del corr -2.0, GSIS activator 13.9, EWS-Fli inh 4.5 and miR-122 sensor -0.4.
For O=C(C(=O)N1CCCCC1)c1c(-c2ccccc2)[nH]c2ccccc12 the results were DENV2 CPE -0.4, PAX8 inh HTS 16.3, F508del corr -0.4, GSIS activator 2.6, EWS-Fli inh 5.6, miR-122 sensor 16.8 and FN deposition inh 5.5.
`CC(=O)N1NC(=Nc2ccccc2)SC1(C)C` gave DENV2 CPE -3.0, PAX8 inh HTS 3.5, F508del corr -2.0, GSIS activator -11.3, EWS-Fli inh 9.0 and FN deposition inh -7.0.
`Cc1ccc(CNC(=O)CSc2nc3ccccc3[nH]2)cc1` gave DENV2 CPE -2.1, PAX8 inh HTS -6.6, F508del corr -0.7, GSIS activator 1.9, EWS-Fli inh -9.6, miR-122 sensor 0.7 and FN deposition inh -12.6.
`Cc1cc(C)c(NS(=O)(=O)c2c(C(=O)N3CCOCC3)c(C)n(C)c2C)c(C)c1` gave DENV2 CPE 3.7, PAX8 inh HTS 1.2, F508del corr 2.2, GSIS activator 3.8, EWS-Fli inh -1.6, miR-122 sensor 2.5 and FN deposition inh -3.4.
